# Source: PubChem
# SKN-1 block – inhibitors of C. elegans SKN-1; C. elegans VP596 Pgst-4::GFP/RFP ratio, acrylamide-induced, 24 h; inhibition, % at 21.8 µM; actives 0.49% (n = 360,000); AID 624304;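 active means interference check ratio from 0.5 to 1.5 plus GFP to RFP signal ratio inhibition reaching or exceeding a fixed threshold, cut at about 30% in these data, passing the limit was not always enough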; further: some compounds called inactive have numbers as strong as hits
# NRP1-CendR mod – modulators of CendR peptide binding to human neuropilin-1 | FAM-RPARPAR peptide binding to NRP-1, fluorescence polarization | O14786 | actives 0.85% (n = 360,000) | inhibition, % at 25 µM;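 active means inhibition or corrected inhibition above about 18%, plus a signal ratio from 0.5 to 1.5, limit read from the data, passing the limit was not always enough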; further: strong numbers were not always called active
# eLon inh – E. coli protease La inhibition; P0A9M0; actives 0.42% (n = 360,000); inhibition, % at 7.94 µM; purified E. coli Lon protease, fluorescence polarization; in the data active means inhibition above about 13%, passing the limit was not always enough;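 further: 0% = enzyme with probe and DMSO and 100% = no enzyme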
# PABP1 MLLE inh – inhibitors of microRNA-mediated deadenylation, human PABP1 MLLE binding; inhibition, % at 20 µM; P11940; actives 0.36% (n = 360,000); GST-MLLE / FITC-PAM2 fluorescence polarization; in the data active means inhibition above about 35%, passing the limit was not always enough;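 further: plate controls were DMSO wells with GST-MLLE for no effect and wells lacking GST-MLLE protein for full effect; some results filed as inactive read as strong as hits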
# MT1-MMP act inh – MT1-MMP (human) activation inhibition | P50281 | HT1080 RFP-PRO-GFP cells, GFP/RFP ratio fluorescence, overnight; percent of plate control window, DMSO zero | GFP/RFP ratio change, % at 20 µM | actives 0.061% (n = 360,000) | AID 651647;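 active means GFP/RFP ratio change of at least 30% with cell ATP level not reduced by more than half and red fluorescence within 50% of control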; further: strong numbers were not always called active
#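 Material – HT1080 RFP-PRO-GFP cells · Control set – DMSO wells and RFP-L50D-GFP cells · Incubation – overnight cell settling, then overnight compound exposure, 37 °C, 5% CO2 · Compound dosing – single-point 20 µM compound, 1% DMSO · Read-out – GFP/RFP fluorescence ratio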
# MsrA act – activates bovine MsrA enzyme; purified bovine MsrA, absorbance read-out; activation, % at 10.6 µM; actives 0.3% (n = 360,000); in the data active means activation above about 7.5%;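 further: 0% = vehicle and 100% = reference activator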
# FAS-TE inh – FAS thioesterase (human) inhibition; P49327; recombinant FAS-TE, OMFH fluorogenic substrate, fluorescence endpoint; inhibition, % at 15 µM; actives 0.67% (n = 360,000); AID 602261;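 active means compounds whose normalised, plate-corrected inhibition of enzyme fluorescence in the single-dose primary screen is 50% or more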;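 further: 0% = DMSO with enzyme and 100% = substrate without enzyme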
# Target sequence (P49327 whole entry, looked up): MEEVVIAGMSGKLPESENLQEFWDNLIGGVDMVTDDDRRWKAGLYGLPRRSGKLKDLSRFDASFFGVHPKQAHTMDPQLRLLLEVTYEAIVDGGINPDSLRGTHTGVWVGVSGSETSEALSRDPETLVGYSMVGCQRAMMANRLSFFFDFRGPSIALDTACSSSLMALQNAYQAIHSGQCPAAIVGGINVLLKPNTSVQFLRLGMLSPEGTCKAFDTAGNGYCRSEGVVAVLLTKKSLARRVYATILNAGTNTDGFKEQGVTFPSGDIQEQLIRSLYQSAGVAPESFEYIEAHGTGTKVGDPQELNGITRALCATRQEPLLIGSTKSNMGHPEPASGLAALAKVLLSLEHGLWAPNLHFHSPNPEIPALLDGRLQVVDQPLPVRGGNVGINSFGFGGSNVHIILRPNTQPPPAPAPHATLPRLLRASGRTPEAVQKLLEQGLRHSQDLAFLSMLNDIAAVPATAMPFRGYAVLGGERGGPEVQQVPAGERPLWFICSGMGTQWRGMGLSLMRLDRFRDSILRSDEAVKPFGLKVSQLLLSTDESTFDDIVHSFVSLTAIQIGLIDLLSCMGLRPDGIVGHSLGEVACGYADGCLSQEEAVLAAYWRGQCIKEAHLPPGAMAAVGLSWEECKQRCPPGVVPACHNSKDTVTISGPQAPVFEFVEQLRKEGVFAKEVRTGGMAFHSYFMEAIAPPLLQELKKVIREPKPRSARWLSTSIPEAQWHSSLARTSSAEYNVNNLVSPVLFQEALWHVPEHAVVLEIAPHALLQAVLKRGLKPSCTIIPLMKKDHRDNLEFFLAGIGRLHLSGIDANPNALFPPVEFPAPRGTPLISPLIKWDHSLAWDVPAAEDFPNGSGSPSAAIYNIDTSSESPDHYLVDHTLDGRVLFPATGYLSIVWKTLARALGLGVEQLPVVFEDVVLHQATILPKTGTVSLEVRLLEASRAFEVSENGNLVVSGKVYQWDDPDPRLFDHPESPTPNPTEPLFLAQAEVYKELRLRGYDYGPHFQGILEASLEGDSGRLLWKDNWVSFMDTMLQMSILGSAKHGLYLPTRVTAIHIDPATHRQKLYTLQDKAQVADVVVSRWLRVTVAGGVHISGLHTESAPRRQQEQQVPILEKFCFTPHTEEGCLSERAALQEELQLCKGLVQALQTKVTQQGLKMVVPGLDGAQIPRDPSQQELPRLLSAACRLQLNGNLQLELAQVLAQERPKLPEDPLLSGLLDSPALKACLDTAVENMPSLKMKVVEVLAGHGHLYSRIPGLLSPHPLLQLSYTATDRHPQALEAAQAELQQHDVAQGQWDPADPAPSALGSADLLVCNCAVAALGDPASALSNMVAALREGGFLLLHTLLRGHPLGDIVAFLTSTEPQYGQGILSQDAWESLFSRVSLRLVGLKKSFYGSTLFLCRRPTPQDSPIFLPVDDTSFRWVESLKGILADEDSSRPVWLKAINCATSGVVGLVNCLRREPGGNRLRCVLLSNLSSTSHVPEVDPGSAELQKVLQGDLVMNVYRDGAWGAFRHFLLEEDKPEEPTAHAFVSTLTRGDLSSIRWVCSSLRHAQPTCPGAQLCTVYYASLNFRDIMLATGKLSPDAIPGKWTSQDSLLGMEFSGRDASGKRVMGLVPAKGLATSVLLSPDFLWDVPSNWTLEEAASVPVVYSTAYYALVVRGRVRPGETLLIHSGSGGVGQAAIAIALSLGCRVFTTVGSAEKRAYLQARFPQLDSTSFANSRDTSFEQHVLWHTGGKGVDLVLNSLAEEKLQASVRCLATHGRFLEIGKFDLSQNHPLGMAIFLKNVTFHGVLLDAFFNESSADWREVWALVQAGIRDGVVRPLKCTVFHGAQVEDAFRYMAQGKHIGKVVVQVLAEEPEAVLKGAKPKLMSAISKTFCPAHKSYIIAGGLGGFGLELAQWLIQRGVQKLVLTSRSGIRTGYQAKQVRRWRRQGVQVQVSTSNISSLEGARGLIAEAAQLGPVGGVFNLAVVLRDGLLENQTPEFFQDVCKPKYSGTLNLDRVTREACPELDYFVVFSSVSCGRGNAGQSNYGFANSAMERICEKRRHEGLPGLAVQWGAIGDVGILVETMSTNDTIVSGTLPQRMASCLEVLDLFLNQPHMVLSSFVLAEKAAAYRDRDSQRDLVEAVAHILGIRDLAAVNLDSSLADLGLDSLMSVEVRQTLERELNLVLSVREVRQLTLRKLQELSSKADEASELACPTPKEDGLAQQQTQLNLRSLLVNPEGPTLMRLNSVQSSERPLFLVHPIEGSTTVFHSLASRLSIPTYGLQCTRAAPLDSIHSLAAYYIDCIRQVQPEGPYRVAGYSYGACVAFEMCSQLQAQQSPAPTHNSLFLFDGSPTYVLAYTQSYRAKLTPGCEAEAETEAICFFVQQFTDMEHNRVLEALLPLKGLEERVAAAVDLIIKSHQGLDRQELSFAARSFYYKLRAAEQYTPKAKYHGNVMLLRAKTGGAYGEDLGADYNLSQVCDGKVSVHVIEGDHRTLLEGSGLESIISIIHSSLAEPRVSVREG
# TbMetRS inhib – blocks T. brucei methionyl-tRNA synthetase activity; purified T. brucei MetRS, ATP depletion, Kinase-Glo luminescence; inhibition, % at 11.9 µM; actives 0.4% (n = 360,000); AID 624268;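 active means inhibition above a per-plate cutoff of the control wells' mean inhibition plus 3 SD, cut at about 5.5% in these data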;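 further: 0% = DMSO wells median and 100% = median of wells with control inhibitor compound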
#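 Dosing: 11.9 µM single point; system: parasite MetRS enzyme; technique: luminescence of leftover ATP; times: 15 min enzyme-compound preincubation, 2 h reaction, 10 min detection, 25 °C; replicates: each compound tested once; read-out basis: percent inhibition relative to median high and low control wells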
# MsrA inh – bovine MsrA inhibition; purified bovine MsrA, absorbance read-out; inhibition, % at 15.5 µM; actives 0.75% (n = 360,000); in the data active means inhibition above about 4.5%;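 further: 0% = vehicle wells with enzyme and 100% = reference inhibitor wells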
# * hit, by the source's call; x = not tested or not shown.
structure	SKN-1 block	NRP1-CendR mod	eLon inh	PABP1 MLLE inh	MT1-MMP act inh	MsrA act	FAS-TE inh	TbMetRS inhib	MsrA inh
COc1ccc(-c2csc(NC(=O)CSc3nc4ccccc4c(=O)[nH]3)n2)cc1	11	-30	-18	-33	3	-3	-2	-0.2	0.3
O=[N+]([O-])c1cccc(S(=O)(=O)[N-]c2nc3ccccc3nc2-n2cc[n+](Cc3ccccc3)c2)c1	0	-2	-8	-6	4	-7	21	-0.4	-0.8
O=C(c1cccc(Cl)c1)N1CCN(S(=O)(=O)c2ccc(Cl)s2)CC1	17	2	2	-7	-5	-2	14	-0.4	-0.2
CCN(CC(=O)Nc1c(F)cccc1F)C(=O)C1CC1	6	7	-9	3	-2	-2	-7	-0.1	-0.9
O=C(COC(=O)c1cccc(-n2cnnn2)c1)c1ccc(F)cc1	7	12	2	-5	-2	-4	14	-0.4	-1.6
CCOc1ccccc1N(C)C(=O)C1CCN(S(=O)(=O)c2cccc3nonc23)CC1	-1	6	-2	-3	-5	0	-5	-0.7	-0.6
Cc1ccccc1NC(=O)c1cccc(N2C(=O)C3CCC(C)CC3C2=O)c1 (centres undefined)	8	-6	-1	-10	2	0	2	-1.5	0.1
O=C(NCc1ccccc1)C(c1ccc(C(F)(F)F)cc1)n1c(=O)c(-c2cc3ccccc3[nH]2)nc2ccccc21 (centres undefined)	-8	-2	x	x	-9	x	x	-0.8	1.7
COc1ccc(C2C(C(C)=O)=C(O)C(=O)N2c2ccc(O)cc2)cc1 (centres undefined)	1	-3	1	6	4	-2	-11	0.0	1.5
CC(CC(=O)NC(C)c1ccc2c(c1)OCCO2)c1ccccc1 (centres undefined)	-7	9	2	-2	2	2	-9	0.1	0.3
C/C=C(\C)CN1CCc2cc(OC)c(OC)cc2C1	10	7	6	7	-4	-2	-5	-1.1	0.1
Cc1ccc(CS(=O)(=O)CCC(=O)NCc2ccccn2)cc1	10	-3	0	-5	0	1	-3	-0.3	0.0
CC(C)(C)OC(=O)NCCCC[C@H](NC(=O)c1nc[nH]c1C(=O)NC(c1ccccc1)c1ccccc1)C(=O)OC(C)(C)C	-11	-10	4	4	-20	-9	15	0.5	-0.1
O=C(CSc1nccc(=O)[nH]1)NCc1ccc2c(c1)OCO2	9	12	-12	0	0	-3	-5	-0.5	-1.1
COc1ccc(N(CC(=O)Nc2ccc(C)cc2C)S(=O)(=O)c2ccccc2[N+](=O)[O-])c(OC)c1	4	9	6	-8	-4	-4	26	0.4	1.1
Cc1cc(C(=O)N/N=C/c2cc(N=Nc3ccccc3)ccc2O)n[nH]1	10	3	-3	2	7	-1	12	0.0	x
CC1=C(C(=O)N2CCOCC2)CC(CC(=O)NCCCN(C)C)C(=O)N1CCC1=CCCCC1 (centres undefined)	10	8	-1	-12	1	-6	-12	-1.2	1.1
COc1cc(CNCCc2ccccc2)ccc1OCC(=O)NC(C)(C)C	7	1	5	4	0	1	-5	-0.1	-1.4
O=P(c1ccccc1)(c1ccccc1)C(O)c1ccc(Br)cc1 (centres undefined)	3	10	5	-15	5	-1	1	0.3	-1.6
Cc1[nH]c(C)c(S(=O)(=O)N2CCN(c3ccccc3)CC2)c1C(=O)N1CCCCC1	5	5	1	5	-4	-2	-1	0.2	1.5
O=C(O)C1(NS(=O)(=O)c2ccc(Cl)cc2)CCCCC1	-7	-4	-12	4	-3	-2	-5	-0.4	1.6
COC(=O)Cc1ccc(NC(=S)NCc2ccco2)cc1	14	-21	-7	-13	-2	-8	-9	-1.7	0.9
Cc1nc2c(c(=O)c3ccccc3n2C)c(=O)n1C1CCCCCC1	15	-1	5	13	-2	-6	-8	-0.1	0.3
COc1ccc(-c2cc(C(F)(F)F)n3nc(C(=O)NCc4ccco4)cc3n2)cc1	4	5	-4	4	1	-8	10	0.4	2.0

# Full records, looked up by structure:
# `CC1=C(C(=O)N2CCOCC2)CC(CC(=O)NCCCN(C)C)C(=O)N1CCC1=CCCCC1` (centres undefined) reads SKN-1 block: 10; NRP1-CendR mod: 8; eLon inh: -1; PABP1 MLLE inh: -12; MT1-MMP act inh: 1; MsrA act: -6; FAS-TE inh: -12; TbMetRS inhib: -1.2; MsrA inh: 1.1
# `COc1ccc(-c2cc(C(F)(F)F)n3nc(C(=O)NCc4ccco4)cc3n2)cc1` reads SKN-1 block: 4; NRP1-CendR mod: 5; eLon inh: -4; PABP1 MLLE inh: 4; MT1-MMP act inh: 1; MsrA act: -8; FAS-TE inh: 10; TbMetRS inhib: 0.4; MsrA inh: 2.0

# Further compounds follow:
structure	SKN-1 block	NRP1-CendR mod	eLon inh	PABP1 MLLE inh	MT1-MMP act inh	MsrA act	FAS-TE inh	TbMetRS inhib	MsrA inh
COc1ccc2c(c1)C(=O)N(c1ccccc1OC)C(=O)C2	1	-2	4	-7	-5	-1	-18	-0.4	2.3
O=S(=O)(/N=C(\[O-])C[n+]1ccccc1)c1ccc(Cl)cc1	0	-16	8	-10	4	-3	-4	-0.5	0.7
CCCC(O)(CCC)C(=O)NN1CCCCC1	4	0	-6	-5	1	-4	-8	0.0	x
Cc1nc2ncccn2c1-c1csc(Nc2ccc(O)cc2)n1	6	19	7	2	6	-2	-7	0.6	-0.6
CCCCNC(=O)O/N=C(\N)CS(=O)(=O)C(C)(C)C	-9	0	0	-10	5	-3	-2	0.0	-1.4
Nc1ncnc2c1ncn2[C@@H]1O[C@H](C(=O)NS(=O)(=O)c2cccc(F)c2)[C@@H](O)[C@H]1O	7	8	-7	-14	0	-3	-7	0.6	-0.2
COC(=O)Nc1nc(C)c(C(=O)N(C)C)s1	0	15	-13	7	1	1	-3	0.1	-0.5
CN(C)S(=O)(=O)c1ccc2c(c1)c(=O)c(C(=O)N1CCN(c3ccccn3)CC1)cn2C	9	6	2	3	5	-3	3	0.5	0.7
COc1cccc(-c2nnn(CC(=O)N3CCCCC3)n2)c1	-9	14	2	-2	-1	-1	-6	0.3	2.5
COc1ccccc1C(=O)NC(=O)COC(=O)CCNS(=O)(=O)c1ccccc1	1	1	-8	-1	-2	-1	-3	0.3	-1.9
CC(=O)N/C(=C\c1ccccc1)C(=O)OCC(=O)NC(=O)c1ccccc1	5	-14	-1	7	1	-4	-7	-0.5	-1.0
Nc1cc(Cc2ccccc2)ccc1O	-6	-48	-8	-34	-8	-9	-2	-0.5	0.6
Cc1cccc(/C=N/NC(=O)c2cccc([N+](=O)[O-])c2)n1	6	-1	3	-9	4	4	5	0.6	-0.2
Cc1c(NC(=O)COC(=O)C2(c3ccccc3F)CCCC2)c(=O)n(-c2ccccc2)n1C	10	-6	-6	2	0	-4	-11	-0.5	-0.6
CCOc1ccccc1NC(=O)c1oc2ccccc2c1NC(=O)C1CCCO1 (centres undefined)	9	1	-8	-11	-1	-4	24	0.0	-1.2
Cc1nn(C)c(C)c1S(=O)(=O)N1CCC(C(=O)NC2CCCc3ccccc32)CC1 (centres undefined)	11	-5	-5	1	-7	0	3	-0.5	-0.7
CN(C)c1ccc(CNC(=O)c2cc(S(=O)(=O)N3CCOCC3)cn2C)cc1	5	4	-6	-4	-1	-1	-4	0.6	0.2
Cc1ccccc1C(O)c1ccccn1 (centres undefined)	-18	-4	-7	12	11	-2	-7	-0.1	0.7
COc1ccc(C(=O)CSc2nc3cccnc3n2C)cc1	11	4	-10	0	1	-5	-7	-0.6	-0.7
COc1cc(C(=O)NCC(=O)Nc2c(C)cccc2C)ccc1OCC(=O)N1CCOCC1	10	0	-14	0	-4	-4	-9	-0.4	0.0
CC1(C)COC(c2ccc3c(c2)OCO3)OC1	10	16	-4	10	2	-3	-3	-0.3	0.1
CC1=CC(=O)C=C/C1=C(/c1ccc(O)cc1C)c1ccccc1S(=O)(=O)O	9	-7	-2	27	10	-2	-8	-0.3	0.5
COc1ccc(NC(=S)N(CCc2c(C)[nH]c3ccc(C)cc23)Cc2cccnc2)cc1	-5	5	-14	-51	-3	-7	5	-0.8	0.3
CC(=O)C(C(C)=O)C(NC(=O)c1cccnc1)(C(F)(F)F)C(F)(F)F	-6	5	3	4	1	-10	5	-1.1	0.1
CCOC(=O)C(NC(=O)c1ccc(F)cc1)(Nc1sc2c(c1C(N)=O)CCC2)C(F)(F)F (centres undefined)	11	-16	-13	-30	-6	-5	0	-0.8	0.4
COc1ccccc1N(CC(O)CN1C(=O)NC(C)(C)C1=O)S(=O)(=O)c1ccc(C)cc1 (centres undefined)	-8	7	-2	-1	-6	-4	-10	-1.4	2.3
Cc1ccc(S(=O)(=O)c2nc(-c3ccco3)oc2N2CCC(C)CC2)cc1	-4	-2	-3	3	-7	-5	22	-0.7	-1.6
C(#Cc1ccc2c(c1)COc1c3ccccc3nn1-2)c1ccccc1	37*	-26	6	-29	-12	-7	4	-0.4	1.1
COc1ccc2oc(=O)c(C(=O)NCC3CCCO3)cc2c1 (centres undefined)	8	7	-1	3	-3	4	-13	-0.5	1.0
Cc1cc(C)c(NC(=O)CSc2nc3ncc(Cl)cc3[nH]2)c(C)c1	-12	-8	5	-2	0	-5	-4	-0.1	-0.3
CCOc1ccc(C(O)Cn2c(=N)n(CCN3CCCCC3)c3ccccc32)cc1 (centres undefined)	4	-10	5	6	5	3	-6	-0.2	0.0
COc1cccc(OCc2nnc(SCC(=O)OC3CCCCC3)n2C)c1	-6	8	-2	-3	-1	-2	-1	-0.6	0.8
CCOc1ccc(NC(=O)CN2C(=O)C3CC=CCC3C2=O)cc1 (centres undefined)	19	11	-6	-5	-3	-1	-10	0.1	0.1
COc1cccc(-c2c(-c3ccccc3OC)ncn2Cc2cccc(-c3ccccc3)c2)c1	-1	-18	x	x	6	x	x	-1.1	2.3
Cc1ccc(OCC(=O)Nc2ccc(C(=O)O)cc2NC(=O)COc2ccc(C)c(C)c2)cc1C	13	1	3	-6	2	-3	39	-0.2	0.3
Nc1ccc(C(=O)N2CCN(S(=O)(=O)c3ccc4c(c3)OCCCO4)CC2)cc1[N+](=O)[O-]	-4	1	-3	-1	0	-7	9	0.1	0.5
N#Cc1c(N2C(=O)c3ccc(C(=O)O)cc3C2=O)sc2c1CCCC2	15	-32	5	13	1	-2	-5	0.1	0.7
CCOC(=O)CCNC(=O)Nc1cc2nc(C)n(Cc3cccc(Cl)c3)c2nc1C	10	-8	-5	-22	1	-2	1	-0.2	0.0
COc1ccccc1NC(C)C(=O)Nc1ccc(C(C)=O)cc1 (centres undefined)	16	-12	9	7	5	-5	-4	0.2	0.5
CCc1cc(CNC(=O)c2cccc(OC3CCN(S(C)(=O)=O)CC3)c2)on1	-8	9	1	13	-1	-4	-7	-0.7	0.3
O=C(Cc1ccc(Cl)c(Cl)c1)NC1CCCCCC1	1	-12	0	-11	-2	-2	29	-0.3	0.2
CS(=O)(=O)c1ccccc1C(=O)N1CCN(Cc2ccccc2)CC1	3	1	9	-15	-6	0	-2	-0.1	1.8
Cn1c(NC2CCCCC2)c(N=O)c(=O)n(C)c1=O	3	3	-3	-5	0	-4	-8	-0.6	-1.3
COc1cccc(CN2CCNC(=O)C2CC(=O)N2CCCCO2)c1OC (centres undefined)	3	-4	-8	17	-1	2	-2	-0.1	-1.5
COc1ccccc1C(=O)N1CC(=O)Nc2ccc(C)cc2C1c1ccc(F)cc1 (centres undefined)	16	13	-19	4	2	-3	1	-0.5	-1.5
CCC(C(=O)Nc1cc(Cl)c(OC)cc1OC)c1ccccc1 (centres undefined)	-3	-6	3	4	5	-9	27	-0.5	1.0

# Not a hit list; about 4% have a hit in one of these screens.
